Source: PubChem (National Center for Advancing Translational Sciences (NCATS))
TGFb inhibitor: blocks TGF-b signaling. HepG2 CAGA-GFP TGF-b/SMAD3 reporter, GFP fluorescence, 18 h; TGF-beta stimulated, 500 pg/mL final. Potency, µM (series often up to 46.1 µM), inactives show at the top dose activity, negative = inhibition, actives largely listed as inhibitors. 1.2% of 410,000 active. AID 588855; also: % is scaled to controls: 0 for no effect and ±100 for the full control effect; nearly all actives have a fitted effect of over 65% in size
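Per well, imaged GFP fluorescence of HEPG2 CAGA-GFP cells gives the signal; cells get compound, then TGF-beta (500 pg/mL final), 18 h at 37 degrees C; %Activity versus -TGF-beta and +DMSO controls.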
ATXN2 expr inh: inhibitors of ATXN2 expression; HEK-293 ATXN2-luciferase reporter, luminescence, 24 h; Potency, µM (titrated, usually from 57 µM), for the others: at the highest dose activity change, negative = inhibition, usual class: inhibitors; 0.72% of 360,000 active; AID 1745845; also: % is scaled to controls: 0 for no effect and ±100 for the full control effect; nearly all actives have a fitted effect of over 55% in size
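qHTS (up to 57 uM final) was run with 24 h compound exposure of reporter cells at 37 °C. Each well was multiplexed: SteadyGlo luminescence measured ATXN2-luciferase expression after a fluorogenic Gly-Phe-AFC viability readout (25 uM final).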
MCF10A rerep: DNA re-replication induction in MCF 10a cells. MCF 10A DNA re-replication, Hoechst nuclear intensity, 48 h. Potency, µM (top dose mostly 46.1 µM), without a hit: top-dose activity, positive = re-replication, hits mostly activators. 2.9% of 350,000 active; also: % of control where 0% means no effect; nearly all actives have a fitted effect of over 50% in size
EPAC2 antagonist: antagonists of human EPAC2; Q8WZA2; EPAC2 GEF exchange of Rap1B-BODIPY-GDP, fluorescence; Potency, µM (titrated, usually from 114 µM), inactives show at the top dose activity, negative = inhibition, usual class: inhibitors; 0.18% of 360,000 active; AID 720708; also: % is scaled to controls: 0 for no effect and ±100 for the full control effect; nearly all actives have a fitted effect of over 45% in size; many of its hits are not listed in these tables
Nrf2 activator: activators of Nrf2 (ARE) signaling | AREc32 ARE-luciferase reporter (MCF7-derived line), luminescence, 24 h | Potency, µM (titrated, usually from 46.1 µM), inactives show top-dose activation, hits mostly activators | 0.31% of 410,000 active; also: % of control where 0% means no effect; nearly all actives have a fitted effect of over 65% in size
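Luciferase luminescence (Steady-Glo, 30 min at room temperature) served as the read-out of ARE activation in AREc32 cells treated with compounds for 24 hr at 37 deg C.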
S2 tox: cell viability loss in ATXN counter-screen; 0.49% of 400,000 active; Potency, µM (highest dose often 56.7 µM), hits mostly cytotoxic; S2 cells (HEK-293 line with an ATXN2-luciferase reporter) viability, CellTiter-Fluor protease fluorescence, 24 h; also: nearly all actives have a fitted effect of over 40% in size
HepG2 tox: HepG2 cytotoxicity, counter-screen for TGF-b inhibitors. 0.76% of 410,000 active. AID 588856. HepG2 CAGA-GFP viability, ATP luminescence, 18 h. Potency, µM (series often up to 46.1 µM), for the others: top-dose activity change, negative = cytotoxicity, usual class: cytotoxic; also: some results filed as inactive show a strong effect at the top dose
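CellTiter-Glo luminescence gave cytotoxicity after 18 hours at 37 degrees C. The cells were HepG2 CAGA-GFP in 1% FBS DMEM, stimulated with 500 pg/mL TGF-beta after compound addition. %Activity was normalised to no-cell wells (complete cell-killing) and DMSO (no toxicity), and curves were fitted and classified.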
* = called active by the depositor; i = inactive; ? = inconclusive; / = not tested or not shown; & = joins results of further samples; [ ] = remark or other dose. Calls follow the shape of the dose curve; as a rule, active = well fitted curve in the direction sought with a large enough effect; inconclusive = small, poorly fitted or top-dose-only effect, or another doubt; inactive = no such curve, though single readings can be large; an effect the other way counts as inactive or inconclusive. Potency is read from the fitted curve at half-maximal effect. An excerpt; the hit share may differ from the screen's.

Compound,HepG2 tox,TGFb inhibitor,EPAC2 antagonist,Nrf2 activator,MCF10A rerep,S2 tox,ATXN2 expr inh
C=C1C/C(=C/C)C(=O)O[C@@H]2CCN3CC=C(COC(=O)[C@]1(C)O)[C@@H]23,-1%,-10%,/,/,/,/,/
CN=C1CN=C(c2ccc[nH]2)c2cc(Cl)ccc2N1,-19%,2%,/,/,/,/,/
c1ccc(CCN2CCCCC2)cc1,5%,6%,/,/,/,/,/
O=c1[nH]/c(=C\c2ccc(N(CCCl)CCCl)cc2)c(=O)[nH]/c1=C\c1ccc(N(CCCl)CCCl)cc1,-14%,29%,/,/,/,/,/
CC1Cc2ccccc2CN1 (stereo not drawn),2%,-8%,/,/,/,/,/
c1ccc(CCN2CCOCC2)cc1,12%,-5%,/,/,/,/,/
O=C(O)c1cccs1,16%,5%,/,/,/,/,/
Cc1cc(/C=C/c2cccc3sc(C)[n+](CCCCI)c23)ccc1N(CCCl)CCCl,-8%,?,/,/,/,/,/
Cc1cc(/C=C/c2ccnc3ccccc23)ccc1N(CCCl)CCCl,-22%,-9%,/,/,/,/,/
O=C(CN1CCCCC1)c1ccccc1,-16%,?,/,/,/,/,/
CCC(=O)O[C@@](Cc1ccccc1)(c1ccccc1)[C@@H](C)CN(C)C,/,/,/,/,-3%[20.6 µM],i,/
C[C@](O)(COc1ccc(C#N)cc1)C(=O)Nc1ccc(C#N)c(C(F)(F)F)c1,/,/,/,/,/,/,?
CC(C)(O)C=CC(=O)[C@](C)(O)[C@H]1[C@H](O)C[C@]2(C)[C@@H]3CC=C4[C@@H](C=C(O)C(=O)C4(C)C)[C@]3(C)C(=O)C[C@@]12C,/,/,/,/,/,/,1.5µM*
CC(C)N(CCNC(=O)CN1CCCC1=O)C(C)C,/,/,/,/,/,/,0%
CC(=Cc1csc(C)n1)[C@@H]1C[C@H]2O[C@@H]2CCC[C@H](C)[C@@H](O)[C@@H](C)C(=O)C(C)(C)[C@@H](O)CC(=O)O1,/,/,/,/,/,/,-22%
C[C@@H]1CC[C@@]2(OC1)O[C@H]1C[C@H]3[C@@H]4CC=C5C[C@@H](O[C@@H]6O[C@H](CO)[C@@H](O[C@@H]7O[C@@H](C)[C@H](O)[C@@H](O)[C@@H]7O)[C@H](O)[C@@H]6O[C@@H]6O[C@@H](C)[C@H](O)[C@@H](O)[C@@H]6O)CC[C@]5(C)[C@@H]4CC[C@]3(C)[C@@H]1[C@H]2C,/,/,/,/,/,/,12µM*
O=C1C=CC[C@@H]2[C@H]3CCCN4CCC[C@@H](CN12)[C@@H]34,/,/,/,/,/,/,1.5µM*
CC(=O)Nc1ccc(OC[C@](C)(O)C(=O)Nc2ccc([N+](=O)[O-])c(C(F)(F)F)c2)cc1,/,/,/,/,/,/,4%
CC(=Cc1csc(C)n1)[C@@H]1C[C@H]2O[C@]2(C)CCC[C@H](C)[C@@H](O)[C@@H](C)C(=O)C(C)(C)[C@@H](O)CC(=O)O1,/,/,/,/,/,/,-17%
CC(=O)O[C@@]12CO[C@H]1C[C@H](O)[C@@]1(C)C(=O)[C@H](O)C3=C(C)[C@@H](O)C[C@@](O)([C@@H](OC(=O)c4ccccc4)[C@@H]21)C3(C)C,/,/,/,/,/,/,-7%
C=CCON=C(C[C@H]1O[C@@H]2O[C@]3(C)CC[C@@H]4[C@H](C)CC[C@@H]([C@H]1C)[C@@]24OO3)[C@H]1O[C@@H]2O[C@]3(C)CC[C@H]4[C@H](C)CC[C@@H]([C@@H]1C)[C@@]24OO3,/,/,/,/,/,/,?
C[C@]12CC[C@H]3[C@@H](CCC4=CC(=O)CC[C@@]43C)[C@H]1CC[C@H]2OC(=O)CCC1CCCC1,/,/,/,/,/,/,-4%
C#C[C@]1(O)C=C[C@@H]2[C@@H]3CCC4=CC(=O)CC[C@@H]4[C@H]3CC[C@@]21CC,/,/,/,/,/,/,9%
CCCN1CCO[C@@H]2c3cc(O)ccc3OC[C@@H]21,/,/,/,/,/,/,13%
CC(C)(C)c1cc(C=C(C#N)C#N)cc(Br)c1O,/,/,/,/,/,/,27µM*
CC=C(C)C(=O)N[C@@H](c1ccccc1)[C@@H](O)C(=O)O[C@H]1C[C@@]2(O)[C@@H](OC(=O)c3ccccc3)[C@@H]3[C@]4(OC(C)=O)CO[C@@H]4C[C@H](O)[C@@]3(C)C(=O)[C@H](OC(C)=O)C(=C1C)C2(C)C,/,/,/,/,/,/,?
O=C(N[C@@H](COc1ccc2[nH]c(=O)[nH]c2c1)c1ccccc1)c1cccn(Cc2ccc(F)c(F)c2)c1=O,/,/,/,/,/,/,?
C[C@@H]1CC[C@H]2[C@@H](C)C(=O)O[C@@H]3O[C@@]4(C)CC[C@H]1[C@]32OO4,/,/,/,/,/,/,?
C#CC1(O)CCC2C3CCC4=CC(=O)CCC4(C)C3CCC21C (stereo not drawn),/,/,/,/,5%,/,-10%
COc1ccc2c3c1O[C@H]1[C@H](O)CC[C@H]4[C@@H](C2)N(C)CC[C@@]341,/,/,/,/,/,i,3%[116 µM]
C=CCC1(C(C)CC)C(=O)NC(=O)NC1=O (stereo not drawn),/,/,/,/,/,i,3%
COc1ccc(OC)c(CC(C)N)c1 (stereo not drawn),/,/,/,/,/,?,2%[116 µM]
CN(C)[C@@H]1C(=O)C(C(N)=O)=C(O)[C@@]2(O)C(=O)C3=C(O)c4c(O)cccc4[C@@](C)(O)[C@H]3C[C@@H]12,/,/,/,/,/,i,-5%&13%
CC(Cc1ccccc1)NCCn1cnc2c1c(=O)n(C)c(=O)n2C (stereo not drawn),/,/,/,/,/,i,1%[116 µM]
CCOC(=O)C1(c2ccccc2)CCN(CCc2ccc(N)cc2)CC1,/,/,/,/,/,i,-4%
O=c1c(C2CC(c3ccc(-c4ccc(Br)cc4)cc3)Cc3ccccc32)c(O)sc2ccccc12 (stereo not drawn),/,/,/,/,/,i,?
Cc1ccc2c(c1)C1CN(C)CCC1N2 (stereo not drawn),/,/,/,/,/,i,-1%[25.6 µM]
Nc1ccc(Cl)cc1N,/,/,/,/,/,?,128%[activator][116 µM]
CCc1ccc(C2CCNCC2)cc1,/,/,/,/,/,i,-16%
C[C@]12CC[C@@H]3c4ccc(OC(=O)N(CCCl)CCCl)cc4CC[C@H]3[C@@H]1CC[C@@H]2OP(=O)(O)O,/,/,/,/,/,?,13%
CC(C)NCC(O)c1ccc([N+](=O)[O-])cc1 (stereo not drawn),/,/,/,/,/,i,-2%
CC(=O)OCC1=C(C(=O)O)N2C(=O)[C@@H](N)[C@H]2SC1,/,/,/,/,/,i,0%[25.6 µM]
CN1CC[C@]23c4c5ccc(O)c4O[C@H]2[C@@H](O)CC[C@H]3[C@H]1C5,/,/,/,/,/,i,10%[116 µM]
ClCc1cccc(Cl)c1,/,/,/,/,/,i,8%
C=CCC1=C(C)C(OC(=O)C2C(C=C(C)C)C2(C)C)CC1=O (stereo not drawn),/,/,/,/,/,40µM*,?
CCc1cc2c(s1)-n1c(C)nnc1CN=C2c1ccccc1Cl,/,/,/,/,/,i,59%[activator]
CC[C@H]1C[C@@H]2C[C@H]3c4[nH]c5ccc(OC)cc5c4CCN(C2)[C@@H]13,/,/,/,/,/,?,?
OCCCBr,/,/,/,/,/,i,2%[116 µM]
C[C@]12CC[C@H]3[C@@H](CC[C@@]45O[C@H]4C(O)=C(C#N)C[C@]35C)[C@H]1CC[C@H]2O,/,/,/,/,/,i,-6%
CC(Cc1ccccc1)N(C)Cc1ccco1 (stereo not drawn),/,/,/,/,/,i,0%
c1cc2c(c(N3CCNCC3)c1)OCCO2,/,/,/,/,4%,i,6%
CC(C)C(Br)C(=O)NC(N)=O (stereo not drawn),/,/,/,/,2%,i,-9%
CCS(=O)(=O)C(C)(C)S(=O)(=O)CC,/,/,/,/,12%,i,6%
CC(C)(C)NCC(O)c1ccccc1Cl (stereo not drawn),/,/,/,/,0%,i,-8%
CN1C[C@H](C(=O)N[C@]2(C)O[C@@]3(O)[C@@H]4CCCN4C(=O)[C@H](Cc4ccccc4)N3C2=O)C[C@@H]2c3cccc4[nH]cc(c34)C[C@H]21,/,/,/,/,19%[20.6 µM],?,-18%
CCC(C(N)=O)N1CCCC1=O (stereo not drawn),/,/,/,/,-3%,i,5%
CCN(CC)CCN1C(=O)CN=C(c2ccccc2F)c2cc(Cl)ccc21,/,/,/,/,14%,i,-8%
C[C@]12CC[C@@H]3c4ccc(OC(=O)N(CCCl)CCCl)cc4CC[C@H]3[C@@H]1CC[C@@H]2O,/,/,/,/,?,i,-7%
O=C1OC(c2ccc(O)c(S(=O)(=O)O)c2)(c2ccc(O)c(S(=O)(=O)O)c2)c2c(Br)c(Br)c(Br)c(Br)c21,/,/,/,/,-5%,i,-7%
COP(=O)(OC)OC=C(Cl)Cl,/,/,/,/,12µM*,i,8%

Other results follow:
Compound,HepG2 tox,TGFb inhibitor,EPAC2 antagonist,Nrf2 activator,MCF10A rerep,S2 tox,ATXN2 expr inh
CCN(Cc1ccc(Cl)nc1)/C(=C/[N+](=O)[O-])NC,/,/,/,/,3%,i,12%
O=c1oc2ccccc2c(O)c1Cc1c(O)c2ccccc2oc1=O,/,/,/,/,13%[20.6 µM],i,-7%
CC(C)NC(C)C,/,/,/,/,-2%,i,4%
O=[N+]([O-])c1ccc([As](=O)(O)O)cc1,/,/,/,/,4%,i,-3%
CC(Cc1ccccc1)NCc1ccccc1Cl (stereo not drawn),/,/,/,/,5%,i,-13%
NCC1(CC(=O)O)CCCCC1,/,/,/,/,-2%,i,12%&2%
NCc1cccnc1,/,/,/,/,7%,i,12%
CCOC(=O)[C@]12Cc3cc(C)ccc3[C@H]1N(C(C)C)C(=O)c1ccccc12,/,/,?,-3.7%,/,/,?

Part of the list above, set out differently.
Every second line gives: HepG2 tox | TGFb inhibitor | EPAC2 antagonist | Nrf2 activator | MCF10A rerep | S2 tox | ATXN2 expr inh
- CC(C)NC(C)C
 : / | / | / | / | -2% | i | 4%
- O=[N+]([O-])c1ccc([As](=O)(O)O)cc1
 : / | / | / | / | 4% | i | -3%
- CC(Cc1ccccc1)NCc1ccccc1Cl (stereo not drawn)
 : / | / | / | / | 5% | i | -13%

Given with values under each structure: entries from further up.
Order of results – HepG2 tox	TGFb inhibitor	EPAC2 antagonist	Nrf2 activator	MCF10A rerep	S2 tox	ATXN2 expr inh
- CC=C(C)C(=O)N[C@@H](c1ccccc1)[C@@H](O)C(=O)O[C@H]1C[C@@]2(O)[C@@H](OC(=O)c3ccccc3)[C@@H]3[C@]4(OC(C)=O)CO[C@@H]4C[C@H](O)[C@@]3(C)C(=O)[C@H](OC(C)=O)C(=C1C)C2(C)C
    /	/	/	/	/	/	?
- CN(C)[C@@H]1C(=O)C(C(N)=O)=C(O)[C@@]2(O)C(=O)C3=C(O)c4c(O)cccc4[C@@](C)(O)[C@H]3C[C@@H]12
    /	/	/	/	/	i	-5%&13%
- C=CCC1=C(C)C(OC(=O)C2C(C=C(C)C)C2(C)C)CC1=O (stereo not drawn)
    /	/	/	/	/	40µM*	?
